D1 antag – blocks dopamine activation of the human D1 receptor. HEK293 TREx D1 cells, calcium flux, dopamine EC80; hits give low values. activity change, negative = inhibition, % at 10 µM. 360,000 compounds, 3.2% hits. AID 504652; in the data active = activity change below about -30%; also: % is scaled to controls: 0 for no effect and ±100 for the full control effect
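After overnight tetracycline induction at 30 C, force-coupled D1 HEK293 cells took up a no-wash calcium dye at room temperature. Compounds were added and monitored 180 s, and the response to EC80 dopamine was then recorded.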
D2 antag – antagonizes the human D2 dopamine receptor; P14416; 340,000 compounds, 2% hits; AID 485344; HEK293 TREx D2 cells, calcium flux, dopamine EC80; inhibition, % at 10 µM; in the data active = inhibition above about 30%; also: 0% is about no effect
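HEK293 T-REx D2 cells, tet-induced, calcium dye no-wash. Cpd pintool add, 180 s kinetic, then EC80 DA, 180 s kinetic. Ca flux read.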
D1 potentiator – potentiators of human D1 dopamine receptor; P21728; HEK293 TREx D1 cells, calcium flux, dopamine EC20 potentiation; potentiation, % at 10 µM; 360,000 compounds, 0.036% hits; in the data active = potentiation above about 30%; also: 0% is about no effect
RXFP1 ag – RXFP1 (human) receptor agonism; Q9HBX9; HEK293T-RXFP1 cAMP TR-FRET, 30 min; response scale: percent of porcine relaxin response, buffer zero; Potency, µM (titrated, usually from 57.5 µM), inactives show at the top dose activation, usual class: activators; 370,000 compounds, 0.3% hits; AID 2676; active = well fitted activation curve with a large enough effect; inconclusive = small, poorly fitted or top-dose-only effect; also: potency is read from the fitted curve at half-maximal effect; % is scaled to controls: 0 for no effect and ±100 for the full control effect; nearly all actives have a fitted effect of over 60% in size; many of its hits are not listed in these tables
Target sequence (Q9HBX9 whole entry, looked up): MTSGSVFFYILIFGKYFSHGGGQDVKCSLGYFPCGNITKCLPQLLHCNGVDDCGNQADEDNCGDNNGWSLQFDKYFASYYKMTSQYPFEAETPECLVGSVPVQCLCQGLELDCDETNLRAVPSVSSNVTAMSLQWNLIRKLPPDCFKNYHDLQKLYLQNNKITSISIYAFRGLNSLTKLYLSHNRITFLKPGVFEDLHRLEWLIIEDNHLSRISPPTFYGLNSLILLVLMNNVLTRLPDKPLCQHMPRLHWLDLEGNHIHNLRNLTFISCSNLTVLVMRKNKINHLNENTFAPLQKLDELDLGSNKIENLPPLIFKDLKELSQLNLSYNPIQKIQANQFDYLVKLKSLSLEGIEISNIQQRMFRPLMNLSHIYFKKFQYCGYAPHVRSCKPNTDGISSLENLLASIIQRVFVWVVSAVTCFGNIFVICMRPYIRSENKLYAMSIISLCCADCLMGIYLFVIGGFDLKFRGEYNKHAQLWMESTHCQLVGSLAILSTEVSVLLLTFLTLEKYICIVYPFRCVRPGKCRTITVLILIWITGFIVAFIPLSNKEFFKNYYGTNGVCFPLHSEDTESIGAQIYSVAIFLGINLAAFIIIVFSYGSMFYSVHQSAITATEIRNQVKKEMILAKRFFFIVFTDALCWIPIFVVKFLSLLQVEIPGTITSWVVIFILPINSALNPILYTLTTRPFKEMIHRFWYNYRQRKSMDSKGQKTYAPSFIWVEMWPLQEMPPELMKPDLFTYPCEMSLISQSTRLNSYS
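cAMP rise read by TR-FRET after 30 min, 37C compound exposure (up to 58 uM) in RXFP1-transfected HEK293 cells with Ro 20174 present. EC50 from Hill-equation fits, with 29 nM porcine relaxin as 100% and buffer as basal.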
D2 potentiator – positive allosteric modulators of human D2 dopamine receptor; HEK293 T-REx D2, calcium flux, EC20 dopamine potentiation; 340,000 compounds, 0.34% hits; P14416; potentiation, % at 10 µM; AID 485347;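 active = potentiation over 3 SD above the plate norm, cut at about 30% in these data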; also: 0% is about no effect
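Cells plated with tetracycline inducer and held overnight at 30 C; calcium dye loaded 30–90 min at room temperature; baseline taken, compound added and read 180 s; EC20 dopamine then added and read 180 s.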
D2 agonist – D2 dopamine receptor (human) agonism. P14416. HEK293 T-REx D2 cells, calcium flux agonist mode. activation, % at 2 µM. 340,000 compounds, 0.53% hits. AID 485358;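 active = activation over 3 SD above normal in the single-dose calcium agonist read, cut at about 30% in these data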; also: 0% is about no effect
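In this primary screen, compounds producing a positive calcium signal within 180 s of addition to tetracycline-induced, force-coupled HEK293 Trex D2 cells are flagged; cells are dye-loaded with a no-wash calcium kit beforehand.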
TRHR PAM – allosterically enhances the human TRH receptor; enhancement, % at 2 µM; P34981; AID 493056; TRHR cells, fluo-8 calcium fluorescence, EC20 TRH enhancement; 360,000 compounds, 0.66% hits; in the data active = enhancement above about 30%; also: 0% is about no effect
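Enhancer read-out: after compound pinning and an initial kinetic agonist-mode read, an EC20 of TRH (10 nM final) was injected and fluo-8 calcium signal (Ex 480/Em 530) followed at 1 s/cycle for 100 cycles in TRHR-expressing cells.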
D1 ag – activates the human D1 dopamine receptor | P21728 | HEK293 T-REx D1 cells, calcium flux, agonist mode | activation, % at 2 µM | 360,000 compounds, 1% hits; in the data active = activation above about 30%; also: 0% is about no effect
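Inducible HEK293 T-REx D1 cells, force-coupled to calcium signalling, were plated at 4000 cells/well with tetracycline and held overnight at 30 C. After no-wash calcium dye loading, compound-evoked calcium rise over 180 s flagged agonists.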
RXFP1 antagonist – RXFP1 (human) relaxin receptor antagonism; 350,000 compounds, 0.59% hits; activity change, negative = inhibition, % at 57.5 µM; HEK293-RXFP1, relaxin-stimulated cAMP HTRF, 30 min; hits give low values; Q9HBX9;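 active = activity change of -60% or lower, but not beyond a set lower limit; inconclusive = change between -60% and -40%, or beyond the set limit; inactive = change above -40%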; also: % is scaled to controls: 0 for no effect and ±100 for the full control effect
* = called active by the depositor; ? = inconclusive; · = no result given; & = joins results of further samples. These rows are one share of the data, so the mix of outcomes need not match the whole.

The line under a structure holds: D1 antag, D2 potentiator, D2 antag, TRHR PAM, D1 ag, D2 agonist, RXFP1 antagonist, D1 potentiator, RXFP1 ag
CCn1c(SCC(=O)N2c3ccccc3Sc3ccccc32)nc2c1c(=O)n(C)c(=O)n2C
  -10, 10, 9, 3, 1, -3.5, 27, -5, 0.7%
COc1ccc(S(=O)(=O)N2CCN(C)CC2)cc1Br
  3, -3, 9, -3, 0, -0.4, 8, 12, 2.4%
O=C(c1cccnc1)N1CCC(c2nc3ccccc3[nH]2)CC1
  -1, -4, -2, 0, 3, 0.3, ·, -4, 0.1%
O=C(CC1CCCC1)Nc1ccc2c(c1)CCC2
  8, -2, -3, 1, 4, -0.1, -9, -6, -0.9%
Nn1c(SCC(=O)Nc2ccccc2F)nc2ccccc2c1=O
  -29, 10, -19, -3, 8, 0.6, -9, -3, 2.7%
CC12CC3CC(C)(C1)CC(C(=O)NNC(=O)c1ccncc1)(C3)C2
  9, -25, -6, 2, 1, 1.2, -2, 7, -1.7%
COCCCN1C(=O)c2[nH]nc(-c3cc(C)ccc3O)c2C1c1ccc(F)cc1 (stereo not drawn)
  11, -7, ·, 2, 0, 2.3, -15, 2, 2.3%
Cc1ccc2[nH]c(=O)c(CN(Cc3cccs3)C(=S)NCc3ccco3)cc2c1
  -7, -2, 1, -1, 3, -0.8, -10, -3, -0.5%
CC(O)CNc1nc2c(c(=O)n(Cc3ccc(Cl)cc3)c(=O)n2C)n1C (stereo not drawn)
  0&-3, 7&8, -7, 4&6, 2&7, -0.5, 1, 2&0, 0.9%&1.9%
COc1cccc(C(=O)NCCCNC(=O)c2cccnc2)c1
  4, -25, 39*, -4, 2, -1.3, -9, 2, -2.4%

Structures listed so far that contain a halogen, in the order listed:
The line under a structure holds: D1 antag, D2 potentiator, D2 antag, TRHR PAM, D1 ag, D2 agonist, RXFP1 antagonist, D1 potentiator, RXFP1 ag
COc1ccc(S(=O)(=O)N2CCN(C)CC2)cc1Br
  3, -3, 9, -3, 0, -0.4, 8, 12, 2.4%
Nn1c(SCC(=O)Nc2ccccc2F)nc2ccccc2c1=O
  -29, 10, -19, -3, 8, 0.6, -9, -3, 2.7%
COCCCN1C(=O)c2[nH]nc(-c3cc(C)ccc3O)c2C1c1ccc(F)cc1 (stereo not drawn)
  11, -7, ·, 2, 0, 2.3, -15, 2, 2.3%
CC(O)CNc1nc2c(c(=O)n(Cc3ccc(Cl)cc3)c(=O)n2C)n1C (stereo not drawn)
  0&-3, 7&8, -7, 4&6, 2&7, -0.5, 1, 2&0, 0.9%&1.9%

Further entries.
The line under a structure holds: D1 antag, D2 potentiator, D2 antag, TRHR PAM, D1 ag, D2 agonist, RXFP1 antagonist, D1 potentiator, RXFP1 ag
CCOc1ncccc1C(=O)OCC(=O)Nc1ccc2c(c1)OCCO2
  -16, -5, -4, 5, 2, -0.7, 7, -10, 2.5%
Cc1ccc(-n2cnc(=O)c3cccnc32)cc1
  -20, ·, ·, -8, 1, ·, 8, 2, -0.6%
COc1ccccc1C(=O)NCc1nnc(SC(C)C(=O)Nc2nccs2)n1C (stereo not drawn)
  -6, 14, -10, -2, -1, -1.7, 21, 4, -5.4%
CC(=O)c1ccc(OCc2ccc(C(=O)c3ccccc3)cc2)cc1
  -21, 2, 16, -5, 21, 0.9, -4, -6, 0.8%
Cc1cc(NC(=O)CN2CCCCC2C)no1 (stereo not drawn)
  -25, 18, 16, 5, 2, 0.2, 4, -10, 2.9%
CCN(CC)S(=O)(=O)c1ccc(OCC2CCCCO2)c([N+](=O)[O-])c1 (stereo not drawn)
  -21, 0, 1, 14, 7, -1.1, 2, ·, 1.9%
CCOC(=O)Cn1cnc2c(cnn2-c2ccc(OC)cc2)c1=O
  3, 4, -13, 5, 2, 0.0, 1, -3, 3.2%
Cc1ccc(C2NC(=O)Cc3ccccc32)cc1 (stereo not drawn)
  4, 10, 6, 5, 3, 0.1, -4, -1, 0.1%
Cc1cc(C(=O)NCCCN2CCCC2=O)cs1
  -29, 3, 4, 2, 1, 0.9, 5, -8, 1.3%
Cc1ccc(C(=O)Nc2ccccc2C(=O)N2CCCCC2C)cc1 (stereo not drawn)
  2, -5, -29, 1, 4, 0.2, -8, -9, 1.6%
CCN(CC)S(=O)(=O)c1ccc(N(C)Cc2cccnc2)nc1
  12, -1, 2, 3, 2, 0.1, 3, 2, 0.2%
Cc1ccc(-c2nc(NC(=O)c3ccc(S(=O)(=O)N(CCC#N)CCC#N)cc3)sc2-c2ccccc2)cc1
  -16, 7, 2, -1, -2, 0.7, 2, -5, 6.0%
CC(C)(C)NC(=O)CN(C(=O)CCC(=O)Nc1nccs1)c1cccc(C(F)(F)F)c1
  -3, -5, 10, -3, 1, -0.4, -12, 9, -1.2%
CCC(Sc1nc2ccc(N)cc2s1)C(=O)Nc1nccs1 (stereo not drawn)
  -3, 3, 1, -11, 3, 0.5, -15, 0, -4.3%
CC1(C)CC(=O)c2c(O)c(-c3ccccc3)c(=O)n(-c3ccccc3)c2C1
  1, -1, -10, 2, 2, 1.5, ·, -2, 2.5%
CNC(=S)N1N=C(c2ccc(C)cc2)CC1c1cc(OC)ccc1OC (stereo not drawn)
  6, -1, 12, -8, 4, -0.1, -6, 5, 5.0%
O=C1c2ccccc2C(=O)N1CN(C(=O)COc1ccc(Cl)cc1Cl)c1cccc(F)c1
  20, 10, -1, 5, 2, -0.8, 12, -7, 0.6%
Cc1ccccc1N1CC(C(=O)Nc2nnc(SCCC3OCCO3)s2)CC1=O (stereo not drawn)
  10, 0, -3, -6, 1, 0.0, -23, 6, -0.7%
Cc1cccc(NC(=O)Cn2nc([N+](=O)[O-])c(Br)c2C)n1
  3, -4, ·, 0, -1, ·, -9, 3, -0.4%
CC(C)=C1C2CCC1C(C(=O)NCc1ccccc1)C2C(=O)O (stereo not drawn)
  9, -2, -13, 2, 0, 0.7, 36, -5, 0.6%

Of the compounds above, two have a nitro group on carbon.
The line under a structure holds: D1 antag, D2 potentiator, D2 antag, TRHR PAM, D1 ag, D2 agonist, RXFP1 antagonist, D1 potentiator, RXFP1 ag
CCN(CC)S(=O)(=O)c1ccc(OCC2CCCCO2)c([N+](=O)[O-])c1 (stereo not drawn)
  -21, 0, 1, 14, 7, -1.1, 2, ·, 1.9%
Cc1cccc(NC(=O)Cn2nc([N+](=O)[O-])c(Br)c2C)n1
  3, -4, ·, 0, -1, ·, -9, 3, -0.4%

Retrieved by compound from the list above:
The line under a structure holds: D1 antag, D2 potentiator, D2 antag, TRHR PAM, D1 ag, D2 agonist, RXFP1 antagonist, D1 potentiator, RXFP1 ag
CCN(CC)S(=O)(=O)c1ccc(N(C)Cc2cccnc2)nc1
  12, -1, 2, 3, 2, 0.1, 3, 2, 0.2%
CC1(C)CC(=O)c2c(O)c(-c3ccccc3)c(=O)n(-c3ccccc3)c2C1
  1, -1, -10, 2, 2, 1.5, ·, -2, 2.5%
CCC(Sc1nc2ccc(N)cc2s1)C(=O)Nc1nccs1 (stereo not drawn)
  -3, 3, 1, -11, 3, 0.5, -15, 0, -4.3%
Cc1cccc(NC(=O)Cn2nc([N+](=O)[O-])c(Br)c2C)n1
  3, -4, ·, 0, -1, ·, -9, 3, -0.4%
Cc1ccc(-c2nc(NC(=O)c3ccc(S(=O)(=O)N(CCC#N)CCC#N)cc3)sc2-c2ccccc2)cc1
  -16, 7, 2, -1, -2, 0.7, 2, -5, 6.0%

Next section
The line under a structure holds: D1 antag, D2 potentiator, D2 antag, TRHR PAM, D1 ag, D2 agonist, RXFP1 antagonist, D1 potentiator, RXFP1 ag
COc1cccc(CN(C)C(=O)C23CC4CC(CC(C4)C2)C3)c1
  -34*, -2, -24, 23, 2, 0.2, -17, 3, -0.4%
COC(=O)C1=C(C)OC(N)=C(C#N)C1c1cccnc1 (stereo not drawn)
  -2, 7, 2, 20, -1, 1.4, -12, -2, -0.3%
Cc1cc(C)cc(N=C2NC(=O)CS2)c1
  3, 16, -2, 3, 3, -1.7, 6, -4, 4.0%
CCOc1ccc(CN(C(=O)c2cc3ccccc3oc2=O)C2CC2)cc1
  10, 3, 11, -9, 2, 0.3, 5, -3, -2.2%
Cc1cccc2cc(C(c3nnnn3Cc3ccc4c(c3)OCO4)N3CCCC3)c(=O)[nH]c12 (stereo not drawn)
  8, 5, 2, 10, 2, -0.2, -7, -2, 2.6%
COc1ccc(NC(=O)NNC(=O)COc2ccc3cc(Br)ccc3c2)cc1
  0, 0, 9, 1, 4, 0.5, -18, 2, ?
Cc1ccc(S(=O)(=O)N2CCOCC2)cc1NC(=O)CNC1CCCC1
  5, -1, 18, -3, 2, 1.1, 1, -4, -0.8%
O=Cc1cccn1-c1ccccc1
  -5, 10, 6, 0, 2, -1.2, 14, -4, 0.0%
Clc1ccc(CSc2nnc(CN3CCOCC3)n2-c2ccccc2)cc1Cl
  4, -3, -3, -3, 2, 0.7, -12, -2, 1.9%
CC1=NOC(=O)/C1=C\c1ccc(-c2cc(Cl)ccc2Cl)o1
  6, -7, 6, -12, -1, 0.1, -1, -2, 3.3%
O=C(Nc1ccccn1)Nc1ccccc1[N+](=O)[O-]
  -13, 6, 20, -4, 1, 0.8, -3, 2, -1.0%
COc1ccc(OCC(=O)NC(=O)c2ccccc2OC)c([N+](=O)[O-])c1
  5, 0, -6, 2, 2, -0.9, 9, -4, 1.4%
Cc1sc(NC(=O)CSc2nnc(CCNC(=O)c3cccs3)n2C)nc1-c1ccccc1
  -14, -6, -28, -5, 1, -0.6, -15, -3, -5.2%
Cc1cccc(C(=O)N(Cc2ccccc2F)C2CCS(=O)(=O)C2)c1 (stereo not drawn)
  -2, 8, ·, -2, 3, 0.1, -10, -1, 0.9%
CCOc1cc(C(=O)Nc2cc(C)ccc2C)ccc1OCC(=O)N1CCCCC1
  -90*, 6, 1, 0, 2, -0.3, -31, -11, 2.8%
Cc1ccc(C)c(NC(=O)CCc2ccc(S(=O)(=O)NC3CCCCC3)cc2)c1
  -8, -6, ·, -2, 4, ·, 5, -5, -0.3%
COC(=O)c1sccc1NC(=O)CC1C(=O)NCCN1C(=O)c1ccccc1 (stereo not drawn)
  7, 1, -18, -1, 4, 0.0, 2, 5, 1.2%
CCC1=Nc2cc(C(=O)NCc3ccco3)ccc2Sc2ccc(C)cc21
  12, -3, -5, 2, 2, -0.6, -10, -11, -0.1%
CC(C)C(=O)Nc1nnc(Sc2ccc(N(C)C)cc2)s1
  -13, 1, -12, -1, 3, 0.3, 15, -3, 0.3%
CCN(C(=O)COC(=O)CCc1c[nH]c2ccccc12)c1c(N)n(Cc2ccccc2)c(=O)[nH]c1=O
  7, 3, 3, 14, 1, 0.1, -8, -8, 1.0%
